# Screening results deposited in PubChem BioAssay by MTDP.
# RNase H inhibition: RNase H inhibition, HIV 1 Gag Pol polyprotein, FRET biochemical assay, screening (AID 372). HIV-1 RT RNase H, FRET RNA/DNA substrate fluorescence; higher % means a stronger effect. inhibition, % at 10 µM; hits with a dose series show IC50 in µM. actives 0.77% (n = 100,000); in the data active = inhibition above about 50%
# The depositor's hits bear a star.
SMILES,RNase H inhibition
CC(=O)c1cc(C(=O)CC(=O)Nc2cccc([N+](=O)[O-])c2)sc1Nc1ccccc1,8%
COc1ccccc1Cc1noc(C(C)(C)C)n1,8%
COc1cc(C(=O)N2CCN(C)CC2)c([N+](=O)[O-])cc1OC,4%
COc1ccc(NC(=O)C(=O)NCc2ccncc2)cc1Cl,0%
COc1cc(C=O)ccc1OCCCCOc1ccccc1C(C)(C)C,22%
Cc1ccc(NC(=O)C(C)N2C(=O)c3ccccc3C2=O)c([N+](=O)[O-])c1 (configuration not stated),6%
O=C(Nc1ccc(Cl)c(-c2nc3ccccc3[nH]2)c1)c1cccc([N+](=O)[O-])c1,9%
O=C(NCCCN1CCOCC1)C(=O)Nc1ccc(I)cc1,31%
CCOC(=O)c1c(N)sc(C(=O)Nc2ccc(C)cc2C)c1C,15%
CC1(C2CC2)NN=C(c2ccccc2)S1 (configuration not stated),9%
Cc1ccc(S(=O)(=O)N(CC(=O)NC2CC3CCC2C3)c2cc(C)cc(C)c2)cc1 (configuration not stated),8%
Cc1ccc(NC(=O)c2cc(-c3ccccc3Cl)nc3ccccc23)cc1C,1%
CC(=O)c1cccc(NC(=O)c2ccc3c(c2)OCO3)c1,10%
O=C(Nc1ccncc1)c1cc(Cl)ccc1Cl,7%
CN(C)c1ccc(/C=C(\NC(=O)c2ccc([N+](=O)[O-])cc2)C(=O)NN)cc1,15%
CC(C)Cn1c(=O)c(C(=O)Nc2cccc(F)c2)c(O)c2ccccc21,14%
COc1cc(Br)cc(/C=N\NC(=O)c2nonc2N)c1O,6%
COc1ccc(C(=O)N2CCN(Cc3ccc4c(c3)OCO4)CC2)cc1[N+](=O)[O-],14%
CC(C)=CC1C=C(C)C(C)C(C(=O)O)C1C(=O)O (configuration not stated),6%
CCc1ccccc1OCCOc1cccc2cccnc12,22%
O=c1c2c3c(sc2ncn1/N=C/c1ccc(Br)o1)CCCC3,25%
COc1ccc(N(C(=O)Nc2ccccc2[N+](=O)[O-])C(C)C2CC2)cc1 (configuration not stated),24%
CC(C)c1cc(=O)n2[nH]cc(-c3cccc4ccccc34)c2n1,5%
CCOC(=O)C1=C(C)N=c2s/c(=C\c3ccc(OCc4ccc(Cl)cc4)c(OCC)c3)c(=O)n2C1c1ccccc1Cl (configuration not stated),7%
CCC(OC(=O)/C=C/c1ccco1)C(=O)Nc1ccc(S(N)(=O)=O)cc1 (configuration not stated),7%
SMILES,RNase H inhibition
O=C(Nc1cccc(NC(=O)c2cc(Cl)ccc2Cl)c1)c1cccc(Cl)c1,16%
CCOc1ccc(C(=O)Nc2cc(C(=O)OC)cc(C(=O)OC)c2)cc1Br,13%
CCc1ccc(OCC(=O)Nc2ccccc2C(F)(F)F)cc1,11%
S=C(NCc1ccccc1)Nc1ccc(Cl)cc1,8%
Cc1ccc(C)c(NC(=O)CN(c2ccc(C(C)C)cc2)S(=O)(=O)c2ccccc2)c1,13%
Cc1ccc(S(=O)(=O)N(CC(=O)NCc2ccco2)c2ccc(C)c(C)c2)cc1,29%
Cc1ccc(S(=O)(=O)Nc2ccccc2N=Cc2ccc(Br)cc2)cc1,2%
O=C(Nc1ccc(Br)cc1)C1CC(=O)N(c2ccccc2)C1 (configuration not stated),4%
Cc1ccc(N(CC(=O)NC2CCCC2)S(=O)(=O)c2ccc(F)cc2)cc1,5%
COc1cc(NS(=O)(=O)c2ccccc2)c2ncccc2c1,30%
O=C(NCc1ccc(C=Nc2ccc(Oc3ccccc3)cc2)o1)C(=O)Nc1ccccc1,20%
CCOC(=O)c1ccccc1NC(=O)c1cccc(N(C)C)c1,17%
Cc1[nH]n(-c2ccccc2)c(=O)c1/C=N/N1C(=O)c2ccccc2C1=O,0%
CCOc1cccc(C(=O)NC(=S)Nc2cc(C)cc(C)c2)c1,2%
COc1cc(CNc2ccc(F)c(Cl)c2)cc(OC)c1O,8%
CSc1nnc2c(n1)OC(c1ccc(C)cc1)Nc1ccccc1-2 (configuration not stated),0%
Cc1cccc(OCCOc2ccc(/C=N/N3C(=O)CSC3=S)cc2)c1,10%
O=C(Nc1ccccc1-c1ccccc1NC(=O)c1ccco1)c1ccco1,5%
O=C(/C=C/c1ccc(Cl)cc1)Nc1ccc(NC(=O)c2ccccc2)cc1,19%
COC(=O)c1cnn2c1NC(c1ccccc1)CC2C(F)(F)F (configuration not stated),12%
O=C(Cc1ccccc1)NC(NC(=S)Nc1ccc(-c2ccccc2)cc1)C(Cl)(Cl)Cl (configuration not stated),23%
COc1cc(C(=S)N2CCOCC2)ccc1OS(=O)(=O)c1ccc(C)cc1,13%
CCN(CC)c1ccc(/C=N/c2nc(-c3ccccc3)c(C)s2)cc1,0%
Cc1ccc(C(=O)NC(=S)Nc2ccc(NC(=O)c3cccc(C)c3)cc2)cc1,4%
CC(Cc1ccccc1)C(=O)Nc1ccc(Br)cc1 (configuration not stated),2%
SMILES,RNase H inhibition
Cc1ccc2nc(/C(C#N)=C/c3ccccc3Cl)[nH]c2c1,0%
COc1ccc(NC(=O)/C(C#N)=C\c2cc(C)n(-c3ccc(-c4ccccc4)cc3)c2C)cc1,18%
CCN(CC)c1ccc(N2C(=O)/C(=C\c3ccco3)SC2=S)cc1,20%
CC(=O)c1c(C)oc2ccc(NS(=O)(=O)c3cccc([N+](=O)[O-])c3)cc12,9%
Nn1c(SCC(=O)O)nnc1-c1ccc(Br)cc1,0%
O=C1NC2(CCCCC2)Cc2ccccc21,2%
COc1cc(/C=C2\C=C(c3ccc(C)cc3)OC2=O)ccc1OC(C)=O,15%
CCOc1cc(C2C(C(=O)OC3CCCC3)=C(C)NC3=C2C(=O)CCC3)cc(Br)c1O (configuration not stated),21%
CC(=O)NC1=NC(=O)/C(=C/c2cc(C)n(-c3ccc(C(=O)O)cc3)c2C)S1,7%
COc1ccc(NC(=S)NC(=O)c2cccc(Cl)c2)c(OC)c1,13%
Cc1c(NC(=O)COc2ccc(Cl)cc2Cl)cccc1-c1nc2cc(Cl)ccc2o1,54%*
CC1(C)CC(=O)C2=C(C1)OC1=C(C(=O)CC(C)(C)C1)C2c1cc2c(cc1Cl)OCO2,10%
O=C(CCC(=O)N/N=C/c1ccc(O)cc1O)N/N=C\c1ccc(O)cc1O,2%
Cc1cc(C(F)(F)F)c(C#N)c(SCC#N)n1,10%
S=c1oc(-c2ccncc2)nn1CN1CCOCC1,16%
Brc1ccccc1OCCN1CCOCC1,6%
CCOC(=O)c1c(NC(=O)C(OC(C)=O)c2ccccc2)sc2c1CCC2 (configuration not stated),9%
C/C=C/COC(=O)C1=C(C)NC(=O)NC1c1ccc2c(c1)OCO2 (configuration not stated),14%
CN(C)C(=S)NC(=O)C12CC3CC(C)(CC(C)(C3)C1)C2,0%
COc1ccccc1Nc1n[nH]c(C)c1[N+](=O)[O-],41%
Cc1cccc(NC(=O)c2ccc(-c3ccccc3)cc2)c1,11%
CCOC(=O)c1c(NC(=O)C(C(C)C)N2C(=O)c3ccccc3C2=O)sc(C)c1C (configuration not stated),10%
Cc1cccnc1NC(=O)COc1ccc2ccccc2c1,3%
COc1ccc(OCC(=O)N2c3ccccc3Sc3ccc(C(F)(F)F)cc32)cc1,5%
Cc1ccc(SCC(=O)Nc2cc(C)ccc2C)cc1,28%
SMILES,RNase H inhibition
COc1ccccc1C(=O)Nc1cccc(-c2nc3cc(C)c(C)cc3o2)c1,7%
COc1cc(/C=C2\SC(N)=NC2=O)cc(Cl)c1OS(=O)(=O)c1ccc(C)cc1,5%
O=C(Nc1ccc(F)cc1)/C(=C\c1cccs1)NC(=O)c1ccccc1,7%
COc1c(Cl)cc(/C=C2/SC(=S)NC2=O)cc1Cl,24%
COc1ccc(N2C(=O)CSC23C(=O)Nc2ccccc23)cc1 (configuration not stated),0%
O=C(NC(=S)Nc1ccccc1[N+](=O)[O-])c1ccccc1,6%
CCOc1cccc(/C=C2\N=C(c3cccc(I)c3)OC2=O)c1,33%
CCCCOc1ccc(NC(=O)C2CC(=O)N(c3ccc(C)cc3)C2)cc1 (configuration not stated),13%
O=C(COc1ccccc1)Nc1ccc(O)c(-c2nc3ccccc3s2)c1,11%
Cc1cc(C)c(S(=O)(=O)Nc2ccccc2F)c(C)c1,0%
O=C(NC(=S)Nc1cccc(NC(=O)c2ccc(Cl)cc2Cl)c1)c1ccccc1F,24%
CC1=C(C(=O)OCc2ccccc2)C(c2ccc(Cl)c([N+](=O)[O-])c2)C2=C(CCCC2=O)N1 (configuration not stated),24%
COC(=O)CSC1=C(C#N)C(c2ccc(C)o2)C(C(=O)Nc2ccccc2)=C(C)N1 (configuration not stated),21%
OCc1nc2ccccc2n1Cc1ccccc1F,0%
C=CCN1C(=O)NC(=O)/C(=C/c2ccc(Cl)cc2Cl)C1=O,9%
C=C(Br)Cn1c(C(C)O)nc2ccccc21 (configuration not stated),3%
COC(=O)c1cc(NC(=O)c2ccc3c(c2)OCO3)cc(C(=O)OC)c1,0%
COc1ccc(/C=N\NC(=O)c2ccc(S(=O)(=O)c3ccc(C(=O)N/N=C\c4ccc(OC)cc4)cc3)cc2)cc1,36%
O=C1CCC(=O)N1CC(O)Cn1c2ccc(Br)cc2c2cc(Br)ccc21 (configuration not stated),16%
C/C(=N\NC(=O)c1cc(C23CC4CC(CC(C4)C2)C3)[nH]n1)c1ccc2ccccc2c1,13%
Cc1cc2nc(-c3cc(NC(=O)c4ccc(Br)o4)ccc3O)oc2cc1C,8%
CCCOC(=O)C1=C(C)NC2=C(C(=O)CC(C)(C)C2)C1c1cccc(F)c1 (configuration not stated),4%
c1ccc(-c2nn(-c3ccccc3)cc2C2CC(c3cccs3)=NN2c2ccccc2)cc1 (configuration not stated),17%
Cc1nc2ccc(O)cc2o1,0%
O=C(NC(=S)Nc1ccc(NC(=O)c2ccco2)cc1)c1cccc(F)c1,1%
SMILES,RNase H inhibition
Cc1ccc(Sc2ccc(/C=C(\C#N)C(=O)NCc3ccccc3)o2)cc1,50%*
Cc1cccc(NCc2ccc3c(c2)OCO3)c1,19%
Cc1cc(OCC(=O)Nc2c(C)ccc3nsnc23)cc(C)c1Cl,9%
CC1=CC(C)(C)Nc2ccc(OC(=O)c3ccc([N+](=O)[O-])cc3)cc21,31%
Cc1ccc(NC(=O)COc2cccc(C)c2C)c(Br)c1,12%
CN(C)c1ccc(C2C(C#N)=C(N)OC3=C2C(=O)CC(C)(C)C3)cc1 (configuration not stated),19%
COc1ccc(N2C(=O)/C(=C\c3ccc(OC)cc3OC)N=C2c2ccccc2)cc1,9%
CC(C)(C)C(=O)Nc1ccc(C(=O)Nc2cccc(O)c2)cc1,5%
NC1=NC(=O)/C(=C\c2ccc(-c3ccc(C(=O)O)cc3)o2)S1,10%
Cc1c(NC(=O)c2cccc3c2C(=O)c2cc(I)ccc2-3)c(=O)n(-c2ccccc2)n1C,12%
CC1(C)C(C=C(Cl)Cl)C1C(=O)Nc1cccc2ccccc12 (configuration not stated),14%
COc1ccc(/C=C(\NC(=O)c2ccc([N+](=O)[O-])cc2)C(=O)NCCCn2ccnc2)cc1,24%
C=CCN(CC=C)C(=O)/C=C/c1ccccc1,3%
O=[N+]([O-])c1ccccc1/C=N/N/C(=N/c1ccccn1)c1ccccn1,11%
Cc1ccnc(NC(=O)c2ccc(C)o2)c1,8%
Cc1cc(C)nc(NC(=O)Nc2ccc(Cl)cc2)c1,5%
Cc1cccc(N2C(=O)NC(=O)/C(=C/c3ccc(F)cc3)C2=O)c1,3%
CSc1nsc(SC)c1NC(=O)OC1CCCCC1,7%
Cc1ccc2ncnc(Nc3ccc(Cl)cc3)c2c1,15%
COc1cccc(N/C=C(\C#N)c2nc(-c3ccc(Cl)cc3)cs2)c1,28%
Cc1c(OC(=O)C2CCCCC2)ccc2c3c(c(=O)oc12)CCCC3,3%
C=CCNC(=O)CN(c1ccccc1Cl)S(=O)(=O)c1ccc(C)cc1,6%
COc1ccc(-c2nnc(-c3ccc(Cl)cc3)o2)cc1OC,3%
COc1ccc(NC(=O)C2=C(C)NC(=S)NC2c2c(OC)ccc3ccccc23)cc1 (configuration not stated),8%
Cc1ccc(-c2c(C)n([O-])c3c([n+]2=O)CCC3)cc1,4%

# The list is partial (hit frequency here may not be typical).
